Screens as filed in PubChem BioAssay.
CSN inh: CSN deneddylation inhibition; Q92905; Purified CSN, SCF-Nedd8-OG deneddylation, fluorescence polarization; inhibition, % at 12.5 µM; 360,000 compounds, 0.38% hits;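 active means pattern-corrected inhibition above about 35%, with an unprinted fluorescence ratio check between 0.5 and 1.5, limit read from the data, passing the limit was not always enough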;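 further: 0% = enzyme with substrate and 100% = substrate without enzyme; some results filed as inactive read as strong as hits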
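Detection – fluorescence polarization · System – HEK293T-derived human Csn5 enzyme · Controls – substrate-only high control, full reaction low control · Timing – 90 min, room temperature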
LMPTP inh: LMPTP (human) inhibition. P24666. recombinant LMPTP-A, OMFP fluorogenic substrate, fluorescence intensity. inhibition, % at 20 µM. 360,000 compounds, 0.22% hits. AID 651560;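 active means compounds that cut the enzyme signal by at least half of the control window in the single-dose screen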;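 further: plate controls were DMSO wells with enzyme plus substrate for no effect and substrate without enzyme for full effect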
Target sequence (P24666 whole entry, looked up): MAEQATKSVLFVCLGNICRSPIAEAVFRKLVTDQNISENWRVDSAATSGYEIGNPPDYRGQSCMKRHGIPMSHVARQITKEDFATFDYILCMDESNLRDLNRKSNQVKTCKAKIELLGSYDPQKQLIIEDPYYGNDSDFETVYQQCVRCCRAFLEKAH
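Test system: LMPTP-A phosphatase enzyme. Amount: LMPTP-A at 0.625 nM final in the reaction. Reagent: OMFP substrate, 400 µM final. Times: 50 min at room temperature. Signal: endpoint fluorescence intensity from OMFP dephosphorylation. Read-out basis: % inhibition. Benchmarks: no-enzyme and uninhibited controls.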
NadD inh: NadD (S. aureus) enzyme inhibition; inhibition, % at 20 µM; purified NadD enzyme, colorimetric absorbance read-out; 360,000 compounds, 0.78% hits; in the data active means inhibition above about 26%; further: some compounds past the cut are filed as inactive
STEP inh: blocks human striatal-enriched tyrosine phosphatase; P54829; recombinant STEP, OMFP fluorogenic substrate, fluorescence; inhibition, % at 20 µM; 360,000 compounds, 0.25% hits;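 active means inhibition at 20 µM, scaled per plate between control wells, above about 37%, limit read from the data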;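 further: 0% = DMSO with enzyme and substrate and 100% = substrate only without enzyme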
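material = STEP tyrosine phosphatase | reagent = fluorogenic phosphatase substrate OMFP at 25 µM final | doses = single compound dose of 20 µM, 1% DMSO final | schedule = 20 min reaction, room temperature, in the dark | measured by = fluorescence, 480/540 nm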
Rpn11 inh: inhibitors of human proteasome Rpn11 | O00487 | calls only at 20 µM | human 26S proteasome, Ub4-pepOG fluorescence polarization; 20S core pre-blocked with epoxomicin | 360,000 compounds, 0.59% hits;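 active means inhibition at 20 µM, scaled to each plate's controls, above about 33%, limit read from the data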
TbMetRS inhib: blocks T. brucei methionyl-tRNA synthetase activity. 360,000 compounds, 0.4% hits. AID 624268. purified T. brucei MetRS, ATP depletion, Kinase-Glo luminescence. inhibition, % at 11.9 µM;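 active means inhibition above a per-plate cutoff of the control wells' mean inhibition plus 3 SD, cut at about 5.5% in these data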;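 further: 0% = DMSO wells median and 100% = median of wells with control inhibitor compound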
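Test system: purified T. brucei MetRS enzyme. Also added: ATP, methionine and E. coli bulk tRNA substrates. Compound: 11.9 µM single point. Schedule: 15 min enzyme-compound preincubation, 2 h reaction, 10 min detection, 25 °C. Signal: luciferase luminescence of residual ATP, Kinase-Glo. Evaluation: percent inhibition versus plate control medians. Controls: DMSO wells, low control.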
Scp-1 inhibitor: Scp-1 (human) phosphatase inhibition; Q9GZU7; Recombinant Scp1, phosphopeptide, malachite green phosphate absorbance; inhibition, % at 20 µM; 340,000 compounds, 0.88% hits; AID 493091;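 active means inhibition above about 50% at 20 µM, limit read from the data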;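 further: plate controls were DMSO wells with enzyme for no effect and wells lacking enzyme for full effect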
Target sequence (Q9GZU7 76-261 limits assumed): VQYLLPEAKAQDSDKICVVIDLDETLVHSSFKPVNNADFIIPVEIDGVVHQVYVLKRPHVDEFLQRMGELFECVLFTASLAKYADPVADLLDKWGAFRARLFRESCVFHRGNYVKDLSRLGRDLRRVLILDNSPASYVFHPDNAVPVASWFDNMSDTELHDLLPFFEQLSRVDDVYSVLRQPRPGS
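Material – SCP-1 phosphatase catalytic domain, residues 76-261 · Buffer or medium – Acidic Tris acetate buffer with magnesium and detergent · Also added – Phospho 17-mer peptide substrate · Compound – single 20 µM dose, 1% DMSO · Times – 45 min room-temperature reaction, 5 min colour, 30 min stabiliser · Technique – Phosphate-binding colour reagent, absorbance read at 630 nm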
DNMT1 inh: inhibitors of human DNMT1. P26358. DNMT1 molecular beacon, Hinp1I cleavage, fluorescence. inhibition (reported as % activation of signal), % at 10 µM. 360,000 compounds, 0.83% hits. AID 588458; in the data active means inhibition above about 50%
SUMO1 PPI mod: SUMO1-SIM interaction modulation; inhibition, % at 20 µM; 360,000 compounds, 0.33% hits; SUMO1 binding to a labelled peptide, TR-FRET, 1 h; P63165; AID 602429; in the data active means inhibition above about 37%
Target sequence (P63165 whole entry, looked up): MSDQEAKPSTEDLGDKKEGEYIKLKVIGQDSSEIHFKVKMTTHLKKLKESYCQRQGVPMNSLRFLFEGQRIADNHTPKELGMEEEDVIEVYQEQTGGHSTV
PABP1 MLLE inh: blocks PAM2 peptide binding to the PABP1 MLLE domain; P11940; GST-MLLE / FITC-PAM2 fluorescence polarization; inhibition, % at 20 µM; 360,000 compounds, 0.36% hits; AID 588489; in the data active means inhibition above about 35%, passing the limit was not always enough;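 further: plate controls were DMSO wells with GST-MLLE for no effect and wells lacking GST-MLLE protein for full effect; some results filed as inactive read as strong as hits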
Target sequence (P11940 whole entry, looked up, the tested form may be a part): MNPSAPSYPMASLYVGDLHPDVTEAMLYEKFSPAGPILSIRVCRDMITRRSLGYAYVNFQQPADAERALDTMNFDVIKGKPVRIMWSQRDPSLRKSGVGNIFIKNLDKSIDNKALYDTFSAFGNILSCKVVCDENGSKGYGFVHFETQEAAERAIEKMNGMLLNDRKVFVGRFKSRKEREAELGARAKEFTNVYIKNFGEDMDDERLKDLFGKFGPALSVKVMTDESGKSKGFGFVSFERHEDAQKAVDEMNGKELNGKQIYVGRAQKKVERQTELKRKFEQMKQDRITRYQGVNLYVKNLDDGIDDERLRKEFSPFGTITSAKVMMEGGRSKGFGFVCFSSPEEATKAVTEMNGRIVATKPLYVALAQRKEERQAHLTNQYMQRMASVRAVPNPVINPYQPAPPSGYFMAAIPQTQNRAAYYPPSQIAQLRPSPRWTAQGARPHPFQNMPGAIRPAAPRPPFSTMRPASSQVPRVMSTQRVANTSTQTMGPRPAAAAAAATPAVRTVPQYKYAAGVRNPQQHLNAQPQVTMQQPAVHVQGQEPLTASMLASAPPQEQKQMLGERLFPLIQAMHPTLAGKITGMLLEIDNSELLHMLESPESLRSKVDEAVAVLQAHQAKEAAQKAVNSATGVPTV
* hit, by the source's call; i = inactive; · = no result given.

SMILES	CSN inh	LMPTP inh	NadD inh	STEP inh	Rpn11 inh	TbMetRS inhib	Scp-1 inhibitor	DNMT1 inh	SUMO1 PPI mod	PABP1 MLLE inh
COc1cc(O)c(C(CCN2CCOCC2)c2ccc(N(C)C)cc2)c(OC)c1 (stereo not given)	-4	-0.8	-1	-1	i	-0.2	-1	-1	6	3
O=C(CSc1nc(C(F)(F)F)cc(=O)[nH]1)Nc1cccc2ccccc12	-1	-1.3	-3	0	i	-0.4	-1	2	2	13
COc1ccc(/C=C/C(=O)OCC(=O)NCCNC(=O)COC(=O)/C=C/c2ccc(OC)cc2)cc1	-3	2.5	-1	1	i	-0.6	-3	1	-9	-11
COc1cc(N)c(Cl)cc1C(=O)OCC(=O)Nc1ccc(N2CCOCC2)cc1	-1	-0.7	-4	5	i	-0.5	-4	-6	1	2
Cc1ccc(S(=O)(=O)N2CCCOC2CNC(=O)C(=O)NC2CCCCC2)cc1 (stereo not given)	3	-0.3	-4	-3	i	-0.5	-7	-1	27	-6
CCCC(CCC)c1nc2ccncc2[nH]1	-2	2.7	2	0	i	0.9	-4	-1	1	-5
CCC(C)[C@H](NC(=O)NC(C)C)C(=O)O (stereo not given in full)	-1	-1.7	0	7	i	0.2	-11	-3	2	15
CCOC(=O)N1CCc2c(sc(NC(=O)CN(CC)CC)c2C#N)C1	-1	2.9	-6	1	i	0.1	-4	0	-4	-10
COc1ccc(C(=O)N2CCN(C3CCCCC3)CC2)c(OC)c1	-3	-0.8	-1	-3	i	0.4	-6	0	-1	3
Cc1nc2c(sc3nc4c(cc32)COC(C)(C)C4)c(=O)n1CC(=O)NCc1ccco1	6	0.3	-1	-4	i	0.1	24	5	5	-2
COc1ccccc1C(=O)Nc1c(-c2ccccc2)nc2ccccn12	3	-0.5	-2	0	i	0.0	-12	-1	0	9
Cn1c(=NC(=O)CSCC(=O)N2CCCCC2)sc2ccccc21	3	-1.2	-2	3	i	-0.7	-7	1	1	26
COc1cc(/C=N/NC(N)=O)ccc1OC(=O)c1ccco1	8	0.9	-6	1	i	-0.4	-4	-4	-1	4
COc1ccc(C(=O)Nc2nc(N3C(=O)c4ccccc4C3=O)n(-c3ccccc3)n2)cc1	-4	-2.3	14	-1	i	-0.5	-7	1	2	7
COc1ccc(OCC(=O)N2CCc3ccccc32)c([N+](=O)[O-])c1	3	2.1	-11	2	i	0.7	·	-5	-22	2
Cc1noc(C)c1S(=O)(=O)Nc1ccc2c(c1)C(=O)N([C@H](C)CO)C[C@H](C)[C@@H](CN(C)C(=O)Nc1ccc(C(F)(F)F)cc1)O2	-2	-1.4	14	-2	i	-0.6	37	6	3	-24
CCCCNC(=O)C[C@@H]1C[C@@]2(C(=O)OC)CCCCC=C2N(Cc2ccc(Cl)cc2Cl)C1=O	2	0.5	1	·	·	-0.9	·	·	3	·
OCCCCCN=c1cc(-c2ccccc2)oc2ccc(Cl)cc12	3	1.6	-6	3	i	-0.2	-4	24	-24	19
O=C(OCC(=O)N1CCc2ccccc21)[C@@H]1CCCN1S(=O)(=O)c1ccccc1F	2	0.6	0	-2	i	-0.4	3	-7	-2	3
COc1cc(/C=N/n2cnnc2)ccc1OCCOc1ccccc1	-1	-0.3	-2	-12	i	-1.5	-5	-1	-12	2
O=C(Nc1cccc(C(F)(F)F)c1)N(Cc1ccc(Cl)cc1)CC(O)C(F)(F)F (stereo not given)	5	3.0	-4	-13	i	-1.1	-10	-2	-4	-1
Nc1ccc(-c2nc3ccc(N)cc3[nH]2)cc1	5	27	66*	-4	i	2.5	-11	-18	11	-14
COc1ccccc1N1CCN(Cc2cc(OC)c3c(c2)OCO3)CC1	-3	-1.5	-6	-3	i	-0.2	-5	0	-1	-14
CCNc1ncnc2c1cnn2C1CCCO1 (stereo not given)	0	-2.1	3	-2	i	-0.3	-8	-3	2	3

Part of the list above, with two lines to a compound:
Values in the order: CSN inh, LMPTP inh, NadD inh, STEP inh, Rpn11 inh, TbMetRS inhib, Scp-1 inhibitor, DNMT1 inh, SUMO1 PPI mod, PABP1 MLLE inh
> COc1ccc(OCC(=O)N2CCc3ccccc32)c([N+](=O)[O-])c1
→ 3, 2.1, -11, 2, i, 0.7, ·, -5, -22, 2
> Cc1noc(C)c1S(=O)(=O)Nc1ccc2c(c1)C(=O)N([C@H](C)CO)C[C@H](C)[C@@H](CN(C)C(=O)Nc1ccc(C(F)(F)F)cc1)O2
→ -2, -1.4, 14, -2, i, -0.6, 37, 6, 3, -24
> CCCCNC(=O)C[C@@H]1C[C@@]2(C(=O)OC)CCCCC=C2N(Cc2ccc(Cl)cc2Cl)C1=O
→ 2, 0.5, 1, ·, ·, -0.9, ·, ·, 3, ·
> OCCCCCN=c1cc(-c2ccccc2)oc2ccc(Cl)cc12
→ 3, 1.6, -6, 3, i, -0.2, -4, 24, -24, 19
> O=C(OCC(=O)N1CCc2ccccc21)[C@@H]1CCCN1S(=O)(=O)c1ccccc1F
→ 2, 0.6, 0, -2, i, -0.4, 3, -7, -2, 3

Further structures follow.
SMILES	CSN inh	LMPTP inh	NadD inh	STEP inh	Rpn11 inh	TbMetRS inhib	Scp-1 inhibitor	DNMT1 inh	SUMO1 PPI mod	PABP1 MLLE inh
CCc1c(N)nc(N)nc1Nc1ccc(C)c(C)c1	1	5.6	-5	1	i	-0.1	-13	-1	2	3
CS(=O)(=O)N1CCc2cc(-c3csc(NC(=O)Cc4ccccc4)n3)ccc21	3	3.2	3	2	i	0.1	-8	-15	11	17
Cc1cc(C)c2c(CC(=O)NCCc3ccccc3)coc2c1	4	-0.8	-4	2	i	0.8	-5	-1	4	-6
CC(=O)Nc1cccc(NC(=O)CSc2ncc(C(=O)Nc3ccc(F)cc3)c(=O)n2C)c1	-1	3.0	5	-2	i	-0.1	-3	-2	36	11
CSc1nc(O)cc(=O)n1-c1ccc(F)cc1	-1	-0.1	3	5	i	-0.1	6	2	-2	6
Cc1nnsc1Sc1ccccn1	-3	-2.1	0	-1	i	-1.0	3	0	2	-14
COC(=O)c1nn(C)c(=O)[nH]c1=O	2	0.5	0	-4	i	0.1	6	2	3	6
CCSc1nnc(NC(=O)c2ccco2)s1	-2	-1.7	1	40	i	-0.9	-6	1	2	7
C=CCN1CC2CC3(COc4cc(C)cc(C)c4)C=CC2(O3)C1=O (stereo not given)	5	-0.5	-2	1	i	0.3	0	0	1	-5
S=C(c1nc2ccccc2[nH]1)N1CCOCC1	2	-1.2	-6	-4	i	-0.2	-4	0	-3	33
COc1cc(Cl)cc(/C=C/c2ccc3ccccc3n2)c1OC(C)=O	-2	2.1	-5	-2	i	0.1	-3	-8	-7	14
O=C(O)C1CCC(C(=O)O)SS1 (stereo not given)	7	-0.8	0	2	i	-0.2	-5	-3	5	-12
CC(/C=C/c1ccc2c(c1)OCO2)=N\NC(=O)C(O)c1ccccc1 (stereo not given)	1	0.1	-10	-1	i	-0.3	-13	1	-14	12
COc1ccc(C(=O)Nc2nc3cc4c(cc3s2)OCCO4)c(OC)c1	6	4.3	-5	0	i	-0.7	2	-12	47*	6
CCOC(=O)c1cc2c(=O)[nH]c(C(Cl)(Cl)Cl)nc2o1	4	-1.2	3	-2	i	0.1	0	0	-7	-14
COc1ccc([N+](=O)[O-])cc1CSc1ccccn1	-1	-1.2	10	-1	i	-0.5	61*	-2	-11	-125
CCOC(=O)c1nc(N)sc1C(=O)OCC	-2	-1.7	3	-1	i	-2.0	10	2	-2	1
CC1(C(=O)OCC(=O)NCCNC(=O)COC(=O)C2(C)CC2(Cl)Cl)CC1(Cl)Cl (stereo not given)	1	0.4	-6	0	i	0.2	1	-1	3	6
Cc1cc(Br)cn2c(Cc3cccc(F)c3)c(-c3ccccc3)nc12	4	2.6	5	0	i	0.0	·	-4	-6	-11
Cc1cc(C)cc(NC(=O)NCC2CCN(Cc3cc(C)ccc3C)CC2)c1	5	1.5	-3	-1	i	-1.4	-13	-7	-2	-12
COCCn1c(SCC(=O)N2CCCc3ccccc32)nc2ccccc2c1=O	2	0.0	4	2	i	-1.3	-6	-6	-1	3
CC1CCCC(C)N1C(=O)COC(=O)c1cncc(Br)c1 (stereo not given)	-4	-1.2	-5	-1	i	-0.3	-7	2	32	-4
COCC(COS(N)(=O)=O)C(C)C (stereo not given)	-4	-1.4	1	-1	i	-0.4	-4	1	-2	0
C[C@@H]1CN([C@H](C)CO)C(=O)CCCn2cc(nn2)CO[C@H]1CN(C)C(=O)Nc1ccccc1	3	0.4	2	-4	i	-1.2	·	1	2	6
CC1(C(=O)NS(=O)(=O)C2CC2)CCCN(C(=O)c2cc3ccccc3s2)C1 (stereo not given)	0	-0.2	0	-1	i	0.0	·	-1	-4	-6
Clc1ccc(-c2nnc(-c3ccc4ccccc4c3)o2)cc1	-7	0.7	2	2	i	-0.1	-11	10	3	-1
CC1=C(C(=O)Nc2ccccn2)C(c2ccccc2)n2ncnc2N1 (stereo not given)	-3	0.3	-6	-4	i	-0.7	-7	3	-2	1
COC(=O)CSc1ncnc2c1cnn2-c1ccc(C)cc1C	7	-2.4	-7	2	i	-0.7	-12	1	1	-4
CC1(C)Cc2c(c(N3CCOCC3)nc3sc4c(NCc5ccccc5)nnnc4c23)CS1	5	2.4	22	2	i	-0.3	6	-8	-4	-1
CC1Cc2ccccc2N1C(=O)c1cc2cccnc2n(C)c1=O (stereo not given)	0	0.7	2	3	i	-0.4	-1	-1	5	-15
Cc1ccc(S(=O)(=O)N2CCCC(C(=O)NCCc3ccc(S(N)(=O)=O)cc3)C2)cc1 (stereo not given)	1	-0.4	-14	-1	i	-0.7	2	-1	1	1
Brc1cccc(OCCSc2ncccn2)c1	0	1.2	-5	1	i	-0.6	-3	1	-3	-4
O=C(Nc1ccc(OCC(=O)N2CCOCC2)cc1)c1cccc(Cl)c1	-1	-2.3	0	-2	i	-0.1	-9	1	3	1
COc1ccc(-c2csc(Nc3ccc(O)cc3)n2)cc1	-12	0.9	-1	-4	i	-0.7	-2	-17	-4	13
COc1cc2cc(CCOC(=O)N3CCCCC3)oc(=O)c2cc1OC	1	-1.3	0	0	i	-0.3	-3	3	2	7
CSc1nc2c(c(=O)[nH]c(=O)n2C)n1C/C=C(\C)Cl	-2	-3.3	-6	-2	i	-0.1	-2	3	4	34
O=C(Nc1cccc(-c2nc3ncccc3o2)c1)c1sc2ccccc2c1Cl	1	50*	-1	10	i	-0.9	2	42	1	-16
Cc1cc(=O)oc(C)c1C(=O)NCCNC(=O)c1c(C)cc(=O)oc1C	3	-2.9	-6	-1	i	0.0	6	3	-3	4
